Source: PubChem (several laboratories)
VIM-2 inhibitor = blocks Pseudomonas aeruginosa VIM-2 metallo-beta-lactamase | purified VIM-2, nitrocefin hydrolysis, epi-absorbance fluorescence | inhibition, % at 5.6 µM | hit rate 0.89% among 290,000 | AID 1527;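 active means inhibition above the mean of all tested compounds plus 3 SD, cutoff set per screening run, cut at about 7.5% in these data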;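 further: red hydrolysis product quenches plate fluorescence so inhibitors raise well fluorescence; 0% = enzyme with DMSO and 100% = DMSO without enzyme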
NS3 helicase inh = blocks Hepatitis C virus NS3 helicase unwinding. NS3 helicase DNA unwinding, Cy5 molecular beacon fluorescence. inhibition, % at 10.9 µM. hit rate 0.56% among 290,000. AID 1800;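 active means inhibition above the mean of all tested compounds plus 3 SD, set per campaign, cut at about 35% in these data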;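 further: 0% = DMSO wells and 100% = thioflavine S control wells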
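System: HCV NS3 helicase fragment; control set: DMSO and thioflavine S; technique: Cy5 fluorescence at 0 and 60 min, beacon hairpin quenching; reagent: beacon DNA duplex substrate plus ATP; replicates: singlicate; schedule: 1 h reaction at 25 °C, ATP-initiated; medium: MOPS buffer pH 6.5 with MgCl2, DTT, Tween20, BSA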
NALP1 inh = blocks the NALP1 inflammasome reconstituted in yeast; S. cerevisiae NALP1/ASC/caspase-1 growth, X-gal OD620, 72 h; inhibition, % at 10 µM; hit rate 0.61% among 280,000; AID 2071; in the data active means inhibition mostly above about 24%, no sharp cut-off; inactive means mostly below about 32%; further: some compounds called inactive have numbers as strong as hits
IMP-1 inhibitor = inhibitors of Pseudomonas aeruginosa IMP-1 metallo-beta-lactamase; inhibition, % at 5.6 µM; purified IMP-1, nitrocefin hydrolysis, epi-absorbance fluorescence; hit rate 0.45% among 290,000; AID 1556;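 active means inhibition above the mean plus 3 SD of all compounds in the same screening run, cut at about 4.5% in these data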;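 further: 0% = IMP-1 with DMSO and 100% = DMSO wells lacking enzyme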
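System: purified recombinant IMP-1 beta-lactamase. Medium: Zinc- and detergent-supplemented HEPES buffer, pH 7.1. Compound: one 5.6 µM dose […]. Schedule: 15 min preincubation plus 25 min reaction at 25 °C. Technique: Epi-absorbance fluorescence, 480 nm excitation, 530 nm emission.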
UBC9 SUMO inh = inhibitors of human SUMOylation (UBC9); HTRF SUMOylation assay, SAE1/SAE2 + UBC9, in vitro; P63279; inhibition, % at 35 µM; hit rate 0.36% among 290,000; AID 2006; in the data active means inhibition above about 50%, passing the limit was not always enough; further: strong numbers were not always called active
Target sequence (P63279 whole entry, looked up): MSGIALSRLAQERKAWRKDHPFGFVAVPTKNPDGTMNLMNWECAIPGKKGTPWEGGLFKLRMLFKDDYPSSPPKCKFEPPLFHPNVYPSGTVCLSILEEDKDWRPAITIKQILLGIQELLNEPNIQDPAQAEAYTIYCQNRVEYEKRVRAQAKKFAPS
MEKK2 WT-MEK5 = raises or lowers MEK5 binding to wildtype human MEKK2 PB1 domain | Q9Y2U5 | bead flow cytometry, Alexa488-MEK5 binding to MEKK2 WT; actives lie on both sides | binding response (% of control), % at 10 µM | hit rate 1.1% among 290,000 | AID 1531; in the data active means binding response below about 67% or above about 130%
M18AAP inhibitor = blocks P. falciparum M18 aspartyl aminopeptidase. recombinant PfM18AAP, H-Glu-NHMec fluorogenic cleavage. inhibition, % at 7.35 µM. hit rate 1.2% among 290,000;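 active means inhibition above the campaign mean inhibition over all tested compounds plus 3 SD, cut at about 28% in these data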;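 further: 0% = plate median of test compound wells and 100% = 2 mM ZnCl2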
DNA FID counter = displaces DNA intercalator in HCV helicase counter-screen | hit rate 0.17% among 290,000 | DNA fluorescent intercalator displacement, fluorescence | inhibition, % at 7.9 µM; in the data active means inhibition above about 37%;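 further: 0% = vehicle and 100% = reference compound; higher means more ethidium bromide displaced from hairpin DNA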
MEKK2mut PB1 HTS = signal of MEK5 binding to mutant human MEKK2 PB1 domain. bead flow cytometry, Alexa488-MEK5 binding to MEKK2 mutant. percent response, % at 10 µM. hit rate 0.35% among 290,000; in the data active means percent response above about 24%, passing the limit was not always enough; further: inactives centre near 1; some results filed as inactive read as strong as hits
* marks the source's active call; other numbers are inactive results; x = no result given.

mol	MEKK2 WT-MEK5	VIM-2 inhibitor	DNA FID counter	MEKK2mut PB1 HTS	M18AAP inhibitor	NS3 helicase inh	NALP1 inh	UBC9 SUMO inh	IMP-1 inhibitor
CCN(CC)S(=O)(=O)c1cccc(NC(=O)CC2CCCC2)c1	105	-2.1	-21	3	-2	-5	11	1	-3.2
CCOc1cccc(-c2nnc(SCC(=O)Nc3cccc(OC)c3)n2N)c1	93	-1.5	-16	-3	-9	4	10	-8	-2.7
Cc1ccccc1C(=O)NC(=S)NCCc1ccccc1	103	2.2	-11	-1	0	3	21	-5	-3.2
CC(=O)Nc1ccc(S(=O)(=O)Nc2ccccc2C(=O)N2CCCCC2)cc1	97	-1.9	-10	-4	-9	9	24	13	-0.1
Cc1[nH]c2ccc(F)cc2c1CCN(Cc1ccncc1)C(=S)Nc1cccc(F)c1	92	0.5	-8	9	-11	-38	17	-48	0.0
Cc1ccc2c(c1)N(CCC(=O)NCc1cccs1)C(=O)C(C)O2 (stereo not drawn)	96	1.4	-15	-2	-25	-3	0	-2	-2.6
COc1ccc2nc(NC(=O)c3ccoc3C)sc2c1	101	-0.1	-5	6	-1	-4	x	18	-4.7
Oc1ccc2ccccc2c1CN1CCN(c2ccccc2F)CC1	101	-2.4	3	2	9	-1	24	-13	0.2
O=C(NCC1CCCO1)c1ccc2c(c1)C(=O)N(C1CCCCC1)C2=O (stereo not drawn)	106	-4.8	-20	4	-5	-8	6	7	-2.9
CCC(=O)Nc1ccc2c(c1)nc(CCN1CCN(c3ccccc3)CC1)n2C	100	-2.4	-11	-5	4	-8	8	22	0.9
COc1ccc2nc(NCc3cccnc3)sc2c1	110	-2.0	-5	11	-7	-5	18	6	-2.8
COc1cc(OC)c(C2=Nc3ccc(Br)cc3C(c3ccccc3)N2CC(=O)NN)cc1OC (stereo not drawn)	95	-3.4	-13	-12	-9	-16	-3	-1	-4.3

Full records from above. Screens in order: MEKK2 WT-MEK5	VIM-2 inhibitor	DNA FID counter	MEKK2mut PB1 HTS	M18AAP inhibitor	NS3 helicase inh	NALP1 inh	UBC9 SUMO inh	IMP-1 inhibitor
Cc1ccccc1C(=O)NC(=S)NCCc1ccccc1 in the list: 103	2.2	-11	-1	0	3	21	-5	-3.2
CCC(=O)Nc1ccc2c(c1)nc(CCN1CCN(c3ccccc3)CC1)n2C in the list: 100	-2.4	-11	-5	4	-8	8	22	0.9
COc1ccc2nc(NC(=O)c3ccoc3C)sc2c1 in the list: 101	-0.1	-5	6	-1	-4	x	18	-4.7

Continued:
mol	MEKK2 WT-MEK5	VIM-2 inhibitor	DNA FID counter	MEKK2mut PB1 HTS	M18AAP inhibitor	NS3 helicase inh	NALP1 inh	UBC9 SUMO inh	IMP-1 inhibitor
O=C(CCNS(=O)(=O)c1cccs1)NCc1ccccc1	106	1.4	7	5	-1	-1	15	-12	-0.2
CN(C)c1ccc(C(c2nnnn2C2CCCCC2)N2CCN(C(=O)c3ccco3)CC2)cc1 (stereo not drawn)	x	-0.3	0	x	-1	13	x	x	-4.4
O=C(CN(C(=O)CNC(=O)c1cccs1)c1ccc(F)cc1)NC1CCCC1	100	0.2	-33	-5	-7	-2	16	-5	-2.2
CCc1ccc(/C=C2/SC(=S)N(CCC(=O)NCCCN3CCOCC3)C2=O)cc1	119	1.1	17	9	3	-39	10	9	0.2
CC1(C)Oc2ccc(/C=C/C(=O)N3CCOCC3)c(O)c2C(N2CCOCC2)C1O (stereo not drawn)	88	-3.5	1	-5	3	-2	3	27	-2.1
O=c1cc2c(nn1Cc1ccc(Cl)cc1)-c1ccccc1CC2	103	-2.9	-17	6	-1	3	-41	-20	-1.0
C=CCn1c(SCC(=O)c2ccc(CNC(C)=O)o2)nc2scc(C3CC3)c2c1=O	95	4.3	-27	-1	-4	24	5	23	0.2
CSCC[C@H](NC(=O)N1C[C@H]2C[C@@H](C1)c1cccc(=O)n1C2)C(=O)Nc1ccc(NC(C)=O)cc1	101	-3.3	-10	1	-1	10	13	5	-2.9
Cc1ccc(-c2nc3cnccn3c2Nc2ccc3c(c2)OCCO3)o1	87	-1.0	-16	-2	2	-1	4	11	-2.0
CC(=O)N1CCc2cc(S(=O)(=O)NC(C(=O)NCc3ccccc3)C(C)C)ccc21 (stereo not drawn)	99	-2.8	-5	0	-9	2	21	-9	-4.1
Cc1cc(C)c(OCC(=O)Nc2nnc(-c3ccco3)o2)c(C)c1	94	-4.7	-9	2	-1	14	-7	7	-6.5
CCc1cc(/C(Cc2csc(C)n2)=N/O)c(O)cc1O	100	-2.8	-8	3	12	1	11	10	-1.4
O=c1c2ccccc2nc2n1C(CSc1ccccc1)CS2 (stereo not drawn)	95	0.4	-7	-1	-12	7	-4	28	-0.6
Cc1ccc(C(=O)OC(C)C(=O)NCc2ccc3c(c2)OCO3)cc1S(=O)(=O)N1CCOCC1 (stereo not drawn)	97	0.0	-40	-3	-13	-4	18	12	-1.3
O=C(CCNC(=O)N1CCn2c1nc1ccccc12)NCc1ccc(Cl)cc1	107	-0.4	-43	4	-2	-8	11	0	-1.3
Cc1ccccc1OCCNC(=O)CNC(=O)c1ccccc1O	76	1.1	-7	-9	-2	-2	5	25	-0.6
O=C(NCc1ccc2c(c1)OCO2)C(c1ccco1)N(C(=O)c1csnn1)c1ccccc1 (stereo not drawn)	93	-3.0	-6	-9	1	2	11	6	0.8
COc1ccccc1Cn1c(=O)[nH]c2cccnc21	93	-2.0	-1	-2	-3	1	2	17	-2.9
CCN(CC)S(=O)(=O)c1ccc(C(=O)NC2=NCCS2)cc1	105	-0.3	-12	6	-3	-8	17	17	-3.2
CCCCNc1nnc(Cc2ccc(Cl)cc2)c(=O)[nH]1	108	-2.5	-9	3	1	1	13	17	0.3
CN1CCC(=NNC(=O)C(=O)NC(C)(C)C)CC1	100	-2.7	-2	3	-2	-1	6	0	-0.5
CCOC(=O)CCCNC(=O)CN1C(=O)NC(c2ccccc2)(c2ccccc2)C1=O	89	1.2	-33	-10	-1	-1	6	-3	-0.2
CC(C)(C)OC(=O)N1CCN(C(=O)Cn2cc(CCO)nn2)CC1	84	0.0	4	-12	-12	-6	10	3	-2.6
O=C(Nc1ccccc1N1CCOCC1)C1(c2ccc(Cl)cc2)CCC1	96	-2.5	-8	-2	-3	7	-20	-5	-3.9
Cc1ccccc1N1CCN(S(=O)(=O)N(C)C)CC1	100	-0.9	-7	-3	-1	-15	26	6	-0.2
CS(=O)(=O)N1CCc2cc(C(=O)OCC(=O)c3ccccc3)ccc21	104	-4.7	-7	3	-3	16	-1	-3	-2.3
Cc1cccc(N2C(=O)C(O)=C(C(=O)c3cccs3)C2c2ccc(C(C)C)cc2)n1 (stereo not drawn)	93	-0.2	-35	-3	-14	55*	2	18	-2.4
COC(=O)c1ccc(CSc2nnc(CS(=O)Cc3ccc(Br)cc3)n2-c2ccccc2)cc1 (stereo not drawn)	85	-2.4	-43	-3	1	-17	34	-6	-4.2
CSc1nc(-c2ccc(N(C)C)cc2)c(C#N)c(=O)n1C	94	-1.5	-4	-4	4	-6	16	3	-1.5
CC(=O)N(C)c1ccc(NC(=O)/C=C/c2ccccc2Cl)cc1	105	-2.4	-2	14	-7	2	-6	0	-2.2
CN1CCN(S(=O)(=O)Cc2ccc(Cl)cc2)CC1	98	-1.6	-4	3	11	29	-4	0	-2.8
O=c1cc(N2CCc3ccccc32)[nH]c(=O)n1-c1ccc(Cl)cc1	100	-2.4	-4	-5	4	5	7	9	-3.2
COc1ccc(-c2nnc(SCC(=O)Oc3ccc(C)cc3)o2)cc1	94	0.0	-9	5	6	-3	3	-2	-0.9
CC(C)[C@H](Nc1ccc(S(=O)(=O)N2CCOCC2)cc1[N+](=O)[O-])C(=O)OCC(=O)N(C(C)C)C(C)C	102	-4.2	-27	-2	0	-6	30	-15	-3.1
Cc1cccc(NC(=O)C2CCN(C(=O)NC3CCCCC3)CC2)c1	108	-2.4	-27	-2	-8	-2	4	-2	-1.6
COc1ccc(CNC(=O)CS(=O)Cc2nc(-c3ccc(OC)c(OC)c3)oc2C)cc1 (stereo not drawn)	102	-4.4	-37	3	-1	6	9	-6	-4.3
CC1=NN(C(=O)c2ccccc2)C(O)(c2ccc(Br)cc2)C1 (stereo not drawn)	102	-3.0	-7	0	-8	12	-3	-8	-0.9
COc1ccc2[nH]c(=O)c(CN(Cc3nnnn3Cc3ccccc3)CC3CCCO3)cc2c1 (stereo not drawn)	100	-1.9	-36	3	9	-2	27	29	-3.6
CC(C)(C)n1nc2c(c1NC(=O)c1cc3ccccc3o1)CS(=O)(=O)C2	86	-4.2	-15	-11	4	-1	-7	-10	-2.5
N#Cc1c(C(F)(F)F)cc(-c2ccccc2)nc1SCc1nc(N)nc(N2CCOCC2)n1	101	-3.4	-1	5	0	5	16	31	-2.4
CCOC(=O)N1CCN(c2c(NCCCN(CC)CC)c(=O)c2=O)CC1	94	-3.1	0	-6	-4	-3	45*	27	-2.2
Cc1cccc(OCC(=O)Nc2cccc3nsnc23)c1	96	-4.9	-1	1	-2	-2	13	15	-2.5
O=S(=O)(c1cc(F)ccc1F)N1CCN(c2ncccn2)CC1	99	0.5	-11	-4	-3	6	-5	6	-0.9
COc1ccc(N2CC(C(=O)NC3CCSC3=O)CC2=O)cc1 (stereo not drawn)	103	-0.8	-8	1	-9	8	-23	-10	-4.0
NC(=O)CCn1nc(-c2ccccc2)c2ccccc2c1=O	116	-2.0	-4	7	0	-13	-18	0	-2.9
CC(C)OCCCNC(=O)CN1C(=O)/C(=C/c2ccccc2)Sc2ccccc21	109	-4.2	-35	1	-9	-5	12	8	-3.8
COc1cc(C)c(NC(=O)C(=S)NCCc2ccccc2)cc1C	104	-2.3	-3	-1	48*	-10	0	-13	-3.8
CC(C)(C)c1ccc(OC(=O)c2cccnc2)cc1	103	-2.5	-7	1	4	2	14	12	-3.0
N#CCCN1CCN(CCC#N)CC1	103	-0.8	0	5	-1	-5	5	6	-0.9
C=CCn1c(Cc2cccs2)nnc1SCC(=O)NCc1ccco1	104	-0.9	-14	2	4	4	11	-5	-4.3
O=[N+]([O-])c1ccccc1Nc1nc(-c2cccnc2)cs1	111	16*	-7	5	6	3	9	9	-3.6
Cc1cc(/C=N/NC(N)=O)c(C)n1-c1ccc(F)cc1	97	-1.3	-3	1	-4	-9	-2	34	-0.1
COc1cc(C)c(C)cc1S(=O)(=O)N1CCCc2ccccc21	107	-3.8	-24	4	-6	-8	-10	-1	-3.1
COc1cc(C(=O)Nc2ccc(C(N)=O)cc2)c([N+](=O)[O-])cc1OC	100	-1.6	3	6	-10	1	20	-1	-2.7
COC(=O)C1=C(CS(=O)(=O)c2ccc(OC)cc2)NC(=O)NC1c1ccccc1 (stereo not drawn)	103	1.6	-15	-3	11	11	18	0	1.0
